# Assay outcomes as filed in PubChem.
# Efflux pump mplx: inhibitors of Candida efflux pumps in yeast, primary screen, S. cerevisiae, Nile Red, multiplex | S. cerevisiae Candida pump triplex | inhibition, % at 10 µM | actives 0.44% (n = 330,000) | AID 485275, 2010;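 active means plate passing quality check with inhibition over a set limit, or well fluorescence over plate mean plus 4 SD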;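 further: Nile Red retained in pooled yeast measured as flow cytometry median fluorescence; 0% = buffer negative control and 100% = Enniatin B positive control; higher means more Nile Red kept so more efflux inhibition; some compounds called inactive have numbers as strong as hits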
# HCV core dimer: inhibitors of HCV core protein dimerization, primary screen, biochemical, TR-FRET, high-throughput; TR-FRET GST/Flag-core106 dimerization, 1536-well; inhibition, % at 5 µM; actives 0.33% (n = 300,000);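 active means inhibition above the mean of all tested compounds plus 3 SD, set per screening campaign, cut at about 45% in these data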
#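 assay system = GST-tagged and Flag-tagged HCV core protein residues 1-106 | controls = unlabelled core106 and no-GST-core106 wells | incubation = compound-protein-antibody incubation 4 h at 22.5 °C | probe or stimulus = Eu donor and XL665 acceptor anti-tag antibodies | read-out = % inhibition based on acceptor/donor emission ratio | signal = TR-FRET 671 and 617 nm emission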
# CTSL1 counter: Fasciola hepatica cathepsin L1 inhibitors, primary screen, counter-screen for PFM18AAP inhibitor project, biochemical, QFRET, fluorogenic peptide substrate | recombinant F. hepatica cathepsin L1, Z-Leu-Arg-MCA fluorescence | inhibition, % at 5.96 µM | actives 0.49% (n = 300,000);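 active means inhibition above the mean of all tested compounds plus 3 SD, set per screening campaign, cut at about 17% in these data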;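 further: 0% = plate median of test compound wells and 100% = 1 µM Z-Phe-Ala-diazomethylketone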
# EBNA-1 inhibitor: EBNA-1 DNA-binding inhibitors, primary screen, biochemical, fluorescence polarization; AID 1950, 2009; inhibition, % at 14.8 µM; actives 0.34% (n = 300,000); in the data active means inhibition above about 28%
# ZTA counter: ZTA (EBV) inhibition in EBNA-1 counter-screen. ZTA-DNA binding, fluorescence polarization. inhibition, % at 11 µM. actives 0.15% (n = 320,000). AID 2234; in the data active means inhibition above about 33%
# PP1 counter: PP1-alpha phosphatase inhibitors, primary screen, counter-screen for PP5 inhibitor project, biochemical, fluorescence, OMFP substrate, single point | Serine/threonine-protein phosphatase PP1-alpha catalytic subunit (Homo sapiens), P62136 | purified PP1alpha | inhibition, % at 6.7 µM | actives 0.9% (n = 320,000) | AID 2235, 2010;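 active means inhibition above the mean inhibition of all tested compounds plus 3 SD, computed separately for each screening campaign, cut at about 15% in these data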
# Target sequence (P62136 whole entry, looked up): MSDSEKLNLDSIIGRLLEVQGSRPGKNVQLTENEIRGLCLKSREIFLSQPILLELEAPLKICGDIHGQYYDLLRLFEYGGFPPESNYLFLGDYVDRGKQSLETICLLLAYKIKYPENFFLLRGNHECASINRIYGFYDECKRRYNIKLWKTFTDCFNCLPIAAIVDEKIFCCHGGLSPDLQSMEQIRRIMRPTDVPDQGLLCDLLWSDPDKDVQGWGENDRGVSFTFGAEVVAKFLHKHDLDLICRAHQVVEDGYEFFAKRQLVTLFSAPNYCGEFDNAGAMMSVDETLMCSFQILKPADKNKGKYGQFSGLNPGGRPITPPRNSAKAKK
# PREPL inh: PREPL enzyme inhibitors, primary screen, biochemical, fluorescence polarization. recombinant PREPL, fluorescence polarization activity-based probe. Prolyl endopeptidase-like (Homo sapiens), Q4J6C6. inhibition, % at 5.96 µM. actives 0.68% (n = 320,000); in the data active means inhibition above about 43%;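 further: 0% = enzyme with DMSO and 100% = wells lacking enzyme; many of its hits are not listed in these tables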
# Target sequence (Q4J6C6 whole entry, looked up): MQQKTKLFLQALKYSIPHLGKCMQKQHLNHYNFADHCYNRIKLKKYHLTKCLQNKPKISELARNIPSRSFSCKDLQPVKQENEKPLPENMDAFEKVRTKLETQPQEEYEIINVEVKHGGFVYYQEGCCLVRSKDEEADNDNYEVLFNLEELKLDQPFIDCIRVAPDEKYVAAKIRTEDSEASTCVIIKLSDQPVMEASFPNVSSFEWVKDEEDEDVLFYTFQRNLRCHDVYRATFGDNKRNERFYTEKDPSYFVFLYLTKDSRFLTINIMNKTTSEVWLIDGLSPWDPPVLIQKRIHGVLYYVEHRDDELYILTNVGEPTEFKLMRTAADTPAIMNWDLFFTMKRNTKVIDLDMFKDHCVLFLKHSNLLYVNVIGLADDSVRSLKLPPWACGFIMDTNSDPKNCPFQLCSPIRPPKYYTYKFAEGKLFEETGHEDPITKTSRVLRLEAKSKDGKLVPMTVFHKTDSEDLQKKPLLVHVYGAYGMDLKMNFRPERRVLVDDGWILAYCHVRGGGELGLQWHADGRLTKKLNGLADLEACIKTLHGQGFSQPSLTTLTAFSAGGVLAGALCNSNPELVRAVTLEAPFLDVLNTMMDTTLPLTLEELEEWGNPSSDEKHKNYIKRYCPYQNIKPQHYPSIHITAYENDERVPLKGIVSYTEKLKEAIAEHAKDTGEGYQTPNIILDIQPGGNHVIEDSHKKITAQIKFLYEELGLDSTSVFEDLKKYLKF
# PP5 primary: PP5 phosphatase inhibitors, primary screen, biochemical, fluorescence | AID 1987, 2009 | actives 0.18% (n = 320,000) | purified PP5c, OMFP substrate fluorescence | Serine/threonine-protein phosphatase 5 (Homo sapiens), P53041 | inhibition, % at 6.7 µM;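 active means inhibition above the campaign's mean inhibition across all tested compounds plus 3 SD, cut at about 9.5% in these data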;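 further: 0% = DMSO only and 100% = 100 µM cantharidin control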
# TPT1 inh: Candida albicans TPT1 enzyme inhibitors, primary screen, biochemical, fluorescence polarization | tRNA 2'-phosphotransferase TPT1 (Candida albicans SC5314) | recombinant caTPT1, FP RNA substrate dephosphorylation | inhibition, % at 5 µM | actives 0.81% (n = 300,000) | AID 1962, 2009;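 active means inhibition above the mean of all tested compounds plus 3 SD, set per screening campaign, cut at about 24% in these data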;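 further: plate controls were DMSO alone for no effect and ferristatin control at 100 nM for full effect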
# Active calls of the source: *; . = not tested or not shown. Only part of the results is shown, so the mix of outcomes need not match the whole.
SMILES,Efflux pump mplx,HCV core dimer,CTSL1 counter,EBNA-1 inhibitor,ZTA counter,PP1 counter,PREPL inh,PP5 primary,TPT1 inh
COc1ccc(CCNC(=O)C(=O)N/N=C/c2cccs2)cc1OC,0.0,1,-1,4,3,0,4,-0.1,0
O=C(NC1CCOCC1)C1CCC(=O)N(CCc2cccc(F)c2)C1 (centres undefined),0.0,12,-1,2,0,-3,1,2.2,-3
N#Cc1c(-c2ccc(Cl)cc2)ccn2nc(C3CCCCC3)nc12,0.0,17,-1,8,12,0,16,-1.8,23
CCN(CC)C(=O)Cn1cc(C(=O)C(=O)NCc2ccccn2)c2ccccc21,-0.1,-5,5,-12,-5,-2,11,2.2,-4
O=C(Nc1ccnn1C1CCN(Cc2cc3ccccc3[nH]2)CC1)C1CCOC1 (centres undefined),2.5,-4,2,-13,-8,-4,9,4.6,-1
CC(C)(C)c1nnc(NC(=O)CN2C(=O)C3C4C=CC(C4)C3C2=O)s1 (centres undefined),-0.1,5,11,-6,9,-4,0,2.1,-1
CN(C)c1cccc(C(=O)N/N=C/c2ccsc2)c1,-0.1,-18,3,-10,10,1,-2,1.3,-3
CC(C)(C)C(=O)/C=C(\N)c1ccccn1,0.0,0,3,-1,2,0,7,2.1,-6
CCOc1ccc(NC(=O)C2CC(=O)OC2c2ccccc2)cc1 (centres undefined),-0.1,-3,-3,8,-13,1,-5,4.4,-5
CC1CCCC(C)N1C(=O)CSc1nnnn1-c1cccc2c1CCCC2 (centres undefined),0.3,23,-1,-11,4,4,8,2.9,-2
O=C(NC(C(=O)c1ccccc1)N1CCCCCC1)c1ccco1 (centres undefined),0.0,6,-7,7,10,0,6,-0.9,-3
COc1cccc(Nc2ncccc2C(=O)Nc2ccccc2)c1,0.3,-1,2,-3,-2,2,30,4.4,-1
O=C(CNC(=O)c1ccccc1)NCC(=O)OCC(=O)c1ccccc1,-0.1,2,-7,-2,8,-10,2,-0.6,0
Cc1ccc(C(=O)c2c3ccccc3[n+]([O-])n2CCO)cc1,0.0,-8,-2,-10,1,-2,-4,1.3,-2
CCOC(=O)[C@H]1[C@H]2COc3ccc(Cl)cc3[C@@H]2N2C(=O)CNC(=O)[C@@]12C,-0.1,.,.,.,-3,-5,3,-2.1,.
CCN1C(=O)CS/C1=N\S(=O)(=O)c1ccc(Cl)cc1,0.0,-3,4,-1,-1,-2,4,-0.1,-2
CCOC(=O)c1c(NC(=O)CN2CCCc3ccccc32)sc(C)c1CC,-2.2,-5,0,1,-18,-1,0,2.1,5
CC(=O)Nc1ccc2nc(NC(=O)COc3ccccc3C)sc2c1,-0.1,2,0,12,11,-4,5,-1.7,0
CCC(C)[C@H](NC(=O)NCc1cccc(OC)c1)C(=O)OC (some centres undefined),-0.1,0,0,6,17,-1,-4,-1.1,-1
CC(C)N(C(=O)COC(=O)[C@@H]1CC(O)CN1S(=O)(=O)c1ccccc1[N+](=O)[O-])C(C)C (some centres undefined),0.8,-6,-3,-17,0,-1,6,1.5,-1
O=S(=O)(c1ccccc1)c1cc(O)ccc1O,0.0,-5,-2,2,-2,-2,10,-1.7,-3
Cc1ccc(N2C(=O)C3C(C2=O)C2C=CC3C23CC3)c([N+](=O)[O-])c1 (centres undefined),-0.2,2,-3,3,-13,0,-7,3.1,1
Cc1nc(-c2ccccc2)nc2sc(C(=O)c3ccc(F)cc3)c(N)c12,0.0,0,-2,-4,8,-3,-8,-2.4,5
CCCCN(C(=O)c1ccccc1OCc1ccc(F)cc1)c1c(N)n(CC(C)C)c(=O)[nH]c1=O,0.7,3,-2,6,9,0,20,1.2,-3
CN(C)c1ccc(CNC(=O)CCS(=O)(=O)c2ccc3c(c2)n(C)c(=O)c(=O)n3C)cc1,-0.1,-35,0,14,6,1,9,-0.4,-4

# Compound profiles (already shown). Screens in order: Efflux pump mplx, HCV core dimer, CTSL1 counter, EBNA-1 inhibitor, ZTA counter, PP1 counter, PREPL inh, PP5 primary, TPT1 inh
# Shown for `Cc1ccc(N2C(=O)C3C(C2=O)C2C=CC3C23CC3)c([N+](=O)[O-])c1` (centres undefined) : -0.2, 2, -3, 3, -13, 0, -7, 3.1, 1
# Shown for `CCOC(=O)c1c(NC(=O)CN2CCCc3ccccc32)sc(C)c1CC` : -2.2, -5, 0, 1, -18, -1, 0, 2.1, 5

# Continued.
SMILES,Efflux pump mplx,HCV core dimer,CTSL1 counter,EBNA-1 inhibitor,ZTA counter,PP1 counter,PREPL inh,PP5 primary,TPT1 inh
O=S(=O)(Nc1ccc(-c2cn3c(n2)SCC3)cc1)c1ccccc1F,-0.2,10,1,5,6,-5,1,2.6,2
Cc1cc(C)n(C(=O)c2ccc(C)c(S(=O)(=O)N3CCOCC3)c2)n1,-0.1,3,-3,9,-3,2,15,1.9,-4
Cc1c(CCC(=O)O)c(=O)oc2cc3occ(C(C)(C)C)c3cc12,0.0,3,3,-5,7,-2,-6,-1.8,-1
COc1ccc(N2CCN(C(CNC(=O)C3CCCCC3)c3ccco3)CC2)cc1 (centres undefined),0.1,0,5,-4,-7,5,4,-0.7,2
O=C(CCNS(=O)(=O)c1cccc2nonc12)NC1CCCCC1,0.3,-2,0,-3,4,-4,6,1.7,-3
CC(C)(C)c1ccc(OCCN2CCCC2)cc1,-0.1,-1,-1,5,4,2,5,1.9,0
O=C(NC1CCSC1=O)c1cccc(C(=O)NC2CCSC2=O)c1 (centres undefined),0.2,4,-3,-1,-18,-3,-3,1.5,0
CCOc1nc(SCCOc2ccc(C)cc2)nc(N(C)C)n1,0.1,1,4,6,-1,-2,-2,-0.3,-1
CSc1nnc(C)c(/C=C/NOCc2ccc(Cl)cc2)n1,-0.1,-1,3,4,4,2,8,2.1,0
Cc1c(NC(=O)c2c(O)c3ccccc3n(C)c2=O)c(=O)n(-c2ccccc2)n1C,0.1,-4,-2,-3,-3,-5,-5,0.5,-3
Cc1ccc(NC(=O)OCC(F)(F)C(F)F)cc1NC(=O)OCC(F)(F)C(F)F,-0.1,-2,8,2,4,-6,4,7.2,-1
COc1ccccc1N(CC(=O)Nc1ccc(Cc2ccncc2)cc1)S(=O)(=O)c1ccccc1,0.7,5,3,-25,-13,6,6,2.3,3
O=C(c1cc(-c2ccccc2O)on1)N1CCCCCC1,-0.1,5,-3,-2,2,0,-9,0.8,-1
Cn1ncc2c(N3CCN(c4ccccc4F)CC3)ncnc21,0.4,0,3,-5,-8,2,5,4.1,0
O=C(c1ccccc1F)N(Cc1ccc(F)cc1)C1CCS(=O)(=O)C1 (centres undefined),0.0,3,1,8,19,-3,5,-0.2,-2
O=C(CCn1c(=O)oc2ccc(Cl)cc21)N1CCN(Cc2ccccc2)CC1,0.2,-2,0,2,-9,0,12,-0.3,0
CCOCCCNC(=O)C(c1ccccc1)N(Cc1cccs1)C(=O)c1ccccc1O (centres undefined),0.1,-2,-3,-1,-11,-4,-6,-1.4,-9
Cc1cccc(NC(=O)CN2CCC(NC(=O)C3CCCCC3)CC2)c1C,0.1,1,15,-3,-10,-1,7,1.4,-1
CCCC(NS(=O)(=O)c1ccc(Br)cc1)C(=O)O (centres undefined),0.0,1,-2,5,4,-2,-1,0.1,0
Cc1noc(C)c1COc1ccc(C(=O)N2CC(C)CC(C)C2)cc1 (centres undefined),0.1,.,.,.,-7,-4,-4,-0.4,.
CCN(CC)C(=O)c1ccc2nc3ccccc3nc2c1,0.0,-19,-1,2,-2,-6,0,2.8,-4
Cc1ccc([N+](=O)[O-])cc1S(=O)(=O)N1CCC(C)CC1,1.1,3,1,-20,-13,1,16,1.4,3
Cc1ccc(CNC(=O)Cc2ccc(Br)cc2)cc1,-0.7,-3,-2,11,1,3,-4,-0.2,-4
CN(C)C(=O)N1CCC(C(=O)NCC2CCCO2)CC1 (centres undefined),-0.1,-4,-2,11,-5,-5,15,6.2,-1
COc1cc(C(=O)NCc2nnc(SCC(=O)NCc3ccco3)o2)cc(OC)c1OC,0.0,-3,2,1,15,-2,-4,2.1,-1

# Five compounds from above, reduced to TPT1 inh and PP5 primary:
structure	TPT1 inh	PP5 primary
Cc1c(CCC(=O)O)c(=O)oc2cc3occ(C(C)(C)C)c3cc12	-1	-1.8
Cc1ccc(CNC(=O)Cc2ccc(Br)cc2)cc1	-4	-0.2
Cc1noc(C)c1COc1ccc(C(=O)N2CC(C)CC(C)C2)cc1 (centres undefined)	.	-0.4
Cc1cccc(NC(=O)CN2CCC(NC(=O)C3CCCCC3)CC2)c1C	-1	1.4
Cc1c(NC(=O)c2c(O)c3ccccc3n(C)c2=O)c(=O)n(-c2ccccc2)n1C	-3	0.5

# (further entries)
SMILES,Efflux pump mplx,HCV core dimer,CTSL1 counter,EBNA-1 inhibitor,ZTA counter,PP1 counter,PREPL inh,PP5 primary,TPT1 inh
COc1ccc(-c2csc(NCCc3nc4cc(Cl)c(N5CCCCC5)cc4n3CCOCCO)n2)cc1,-0.1,1,0,-2,1,3,23,5.7,4
COc1ccc(OCC(O)CNC(=O)Nc2cc(C)cc(C)c2)cc1 (centres undefined),-0.1,1,-2,-2,8,-1,-3,-0.1,-2
Cc1ccc(CN2CCN(c3cccc4[nH]ccc34)CC2)cc1,0.0,-3,-2,5,25,2,42,0.0,1
CCOC(=O)C1=C(C)C2C3C(=O)N(c4ccc(C)cc4C)C(=O)C3C1(C)C1C(=O)N(c3ccc(C)cc3C)C(=O)C21 (centres undefined),-0.4,12,0,-9,6,0,0,0.8,0
COc1ccc(NC(=O)NC2(C(=O)N3CCOCC3)CCCCC2)cc1,0.1,-15,-2,-7,-27,2,-6,-7.2,-2
CC(=O)c1ccc2c3c(cccc13)C(=O)N(c1c(C)nn(C)c1C)C2=O,-0.1,-2,3,0,-1,3,11,1.9,0
CCNC(=S)NNc1nc(N2CCCCC2)nc(N2CCOCC2)n1,0.1,-2,1,-5,-16,-4,3,-5.6,2
Cc1ccc(N=C2NC(=O)C(CC(=O)NCc3ccccc3)S2)cc1C (centres undefined),0.0,-2,1,1,-5,0,7,2.7,2
CNC(=S)N1C2CCC1CC(NC(=O)NC13CC4CC(CC(C4)C1)C3)C2 (centres undefined),-0.2,3,9,2,-6,-2,2,-0.6,-1
COc1ccc([C@@H]2[C@@H]3C(=O)N(C(C)(C)C)C(=O)[C@@H]3[C@]3(Cc4ccc(Cl)cc4)C(=O)N(c4ccc(Br)cc4)C(=O)N23)cc1,0.0,13,1,11,13,5,0,3.4,-1
Cc1ccnc(NC(=O)CCC(=O)N(CC(=O)NCc2ccc(F)cc2)c2ccc(F)cc2)c1,0.1,-8,2,10,-7,-1,-5,-1.1,-1
CC1(C)CC(NC(=S)Nc2ccc([N+](=O)[O-])cc2)CC(C)(C)N1,-0.1,-20,3,-4,-11,2,31,-1.2,-5
COc1ccc(S(=O)(=O)N2Cc3ccccc3CC2C(=O)Nc2ccc3c(c2)OCO3)cc1 (centres undefined),0.0,12,1,4,24,3,6,1.9,1
CC(NC(=O)CCC(=O)Nc1ccccc1O)c1ccccc1 (centres undefined),0.0,-10,-8,1,-4,-2,-2,0.9,-3
CCCC(c1c(C)n(C)n(-c2ccccc2)c1=O)c1c(C)n(C)n(-c2ccccc2)c1=O,0.0,0,1,-5,-4,0,4,1.4,0
O=C(CN1CCN(C(=O)c2cccc(S(=O)(=O)N3CCCC3)c2)CC1)Nc1ccccc1Cl,0.2,.,.,.,-4,0,35,2.0,.
